From PubChem
Gli-Sufu antag – antagonists of Gli-Sufu signaling; Sufu-KO-LIGHT fibroblasts, Gli luciferase reporter luminescence; inhibition, % at 5 µM; 340,000 compounds, 0.74% hits; AID 588413;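 active = inhibition above about 55%, limit read from the data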;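 note: 0% = DMSO-treated cells and 100% = wells with medium but no cells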
Jurkat NFkB inh – inhibitors of the PMA/ionomycin-induced NF-kB reporter in Jurkat cells | AID 435003 | PMA/ionomycin-induced NF-kB luciferase reporter, luminescence | inhibition, % at 4 µM | 330,000 compounds, 0.53% hits; in the data active = inhibition above about 50%
697 NFkB inh – inhibitors of the PMA/ionomycin-induced NF-kB reporter in 697 B cells; inhibition, % at 4 µM; AID 435022; 330,000 compounds, 0.33% hits; 697 B-cell NF-kB luciferase reporter, 16 h; in the data active = inhibition above about 35%
CCR6 antagonist – antagonists of human CCR6 receptor. inhibition, % at 20 µM. P51684. CHO-K1 CCR6 PathHunter beta-arrestin, luminescence, CCL20-stimulated. 340,000 compounds, 0.49% hits;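 active = compounds whose inhibition of the agonist-driven luminescence signal at 20 µM reaches about 50%, limit read from the data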;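 note: cells stimulated with CCL20 at 14 nM final; plate controls were DMSO with CCL20 for no effect and DMSO without agonist for full effect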
CXCR6 inh – blocks human CXCR6 beta-arrestin recruitment | O00574 | CHO-K1 PathHunter CXCR6 beta-arrestin, luminescence | inhibition, % at 20 µM | 360,000 compounds, 0.36% hits | AID 602244; in the data active = inhibition above about 34%, passing the limit was not always enough;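 note: antagonist mode with CXCL16 agonist at 10 nM final; 0% = 10 nM CXCL16 with DMSO and 100% = unstimulated wells without agonist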
EBI2 antag – EBI2 (human) antagonism; P32249; EBI2 beta-arrestin recruitment, luminescence, 7a,25-OHC stimulated; inhibition, % at 5 µM; 360,000 compounds, 0.81% hits; in the data active = inhibition above about 38%;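 note: enzyme fragment complementation signal reports receptor beta-arrestin coupling in cells; 0% = agonist plus DMSO wells and 100% = wells without agonist; some results beyond the cut were filed as inactive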
Target sequence (P32249 whole entry, looked up, the tested form may be a part): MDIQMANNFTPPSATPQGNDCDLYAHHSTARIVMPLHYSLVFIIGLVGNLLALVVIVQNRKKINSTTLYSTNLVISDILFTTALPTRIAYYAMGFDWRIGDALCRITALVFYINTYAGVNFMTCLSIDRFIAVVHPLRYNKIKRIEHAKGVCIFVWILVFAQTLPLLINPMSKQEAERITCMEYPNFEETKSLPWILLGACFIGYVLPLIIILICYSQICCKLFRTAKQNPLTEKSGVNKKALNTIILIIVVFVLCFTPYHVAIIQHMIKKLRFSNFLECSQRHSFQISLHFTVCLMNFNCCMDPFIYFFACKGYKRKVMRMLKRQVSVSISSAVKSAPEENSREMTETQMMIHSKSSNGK
UBC13 polyUb – inhibitors of human UBC13 polyubiquitin chain formation | AID 485273 | 330,000 compounds, 0.47% hits | P61088 | TR-FRET | inhibition, % at 20 µM; in the data active = inhibition above about 45%, passing the limit was not always enough
Target sequence (P61088 whole entry, looked up): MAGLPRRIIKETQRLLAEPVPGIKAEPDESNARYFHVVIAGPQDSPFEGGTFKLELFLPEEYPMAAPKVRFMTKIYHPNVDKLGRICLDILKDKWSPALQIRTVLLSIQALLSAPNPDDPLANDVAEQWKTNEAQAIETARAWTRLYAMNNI
APJ antagonist – antagonists of human APJ apelin receptor | AID 2521 | inhibition, % at 20 µM | 330,000 compounds, 0.32% hits | P35414 | CHO-K1 APJ beta-arrestin complementation, luminescence;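 active = inhibition above about 40% at 20 µM, limit read from the data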;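 note: cells challenged with 10 nM apelin-13 agonist together with compound; plate controls were apelin-13 plus DMSO wells for no effect and DMSO wells lacking apelin-13 for full effect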
Target sequence (P35414 whole entry, looked up): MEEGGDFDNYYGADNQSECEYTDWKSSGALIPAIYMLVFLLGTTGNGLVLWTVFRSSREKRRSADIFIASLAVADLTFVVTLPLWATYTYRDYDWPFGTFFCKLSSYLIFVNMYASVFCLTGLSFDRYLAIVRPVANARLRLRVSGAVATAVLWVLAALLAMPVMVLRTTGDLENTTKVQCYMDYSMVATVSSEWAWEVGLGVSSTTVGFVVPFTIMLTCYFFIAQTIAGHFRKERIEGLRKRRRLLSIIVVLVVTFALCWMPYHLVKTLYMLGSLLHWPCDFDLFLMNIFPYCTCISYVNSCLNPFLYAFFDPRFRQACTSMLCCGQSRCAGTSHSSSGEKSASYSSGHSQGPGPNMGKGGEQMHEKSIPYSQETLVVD
* hit, by the source's call; / = not tested or not shown; & = joins results of further samples.

SMILES | Gli-Sufu antag | Jurkat NFkB inh | 697 NFkB inh | CCR6 antagonist | CXCR6 inh | EBI2 antag | UBC13 polyUb | APJ antagonist
CCNc1ccccc1C(=O)O | 4 | -14 | 13 | -7 | 3 | -6 | 8 | -8
CCN(CC)C(=O)c1sc(NC(=O)c2cccs2)c(C#N)c1C | 5 | -6 | -8 | 4 | 5 | -3 | -5 | -8
COc1ccc(-c2cc(C(=O)Nc3cc(OC)cc(C(=O)Nc4cccc(C(F)(F)F)c4)c3)[nH]n2)cc1 | 36 | -28 | -5 | 1 | 0&-2 | 23&17 | -25 | -21
COc1ccc(/C=C(/NC(=O)c2ccccc2)C(=O)N2CCCCC2)cc1 | -12 | -1 | -53 | -10 | -7 | -7 | -13 | -4
CCOc1cc(C)c(Cl)cc1S(=O)(=O)N(CC)CC | 10 | -1 | 7 | -1 | -14 | 2 | -4 | 4
Cc1ccc(NC(=O)CCNS(=O)(=O)c2cccs2)cc1F | -35 | -20 | 1 | 18 | 6 | 1 | 1 | 19
O=Cc1ccc(-c2ccc(F)cc2)o1 | -13 | -1 | 21 | 5 | -3 | -7 | -8 | -7
CCOc1ccc(N2CC(C(=O)NCCN3C(=O)S/C(=C/c4cccnc4)C3=O)CC2=O)cc1 (stereo not drawn) | -11 | 10 | 2 | 4 | -3 | -11 | 3 | -6
O=C(C1CC1)N1CCN(C(c2ccccc2)c2ccccc2)CC1 | 9 | -3 | 18 | 1 | 6 | -2 | 1 | 0
COc1ccc(NC(=O)Cn2nnc(C(=O)NCc3cccs3)c2N)cc1Cl | -8 | -2 | -13 | 17 | -5 | -6 | -6 | -1
COc1cccc(-c2cc(C(F)(F)F)nc(N3CCCCC3)n2)c1 | 4 | -17 | -4 | 1 | 3 | 2 | 31 | 8
N#Cc1cc2nc(O)c(O)nc2cc1[N+](=O)[O-] | -12 | 3 | -16 | 13 | 10 | -9 | -15 | 5
CC(c1ccccc1)N(C)CC(=O)NC(=O)NCCC1=CCCCC1 (stereo not drawn) | 4 | -7 | 20 | 12 | -2 | 9 | 12 | 14
COc1cc(/C=C/C(=O)N2c3ccccc3Sc3ccc(C(F)(F)F)cc32)cc(OC)c1OC | 1 | 6 | -2 | 5 | 10 | 28 | -5 | -3
CCOc1ccc(C2C(C#N)=C(N)N(N(C)C)C3=C2C(=O)CCC3)cc1 (stereo not drawn) | 6 | 11 | -4 | 8 | -3 | 0 | 0 | -7
COC(=O)c1ccc(C)c(NC(=O)CCc2ccc(OC)c(OC)c2)c1 | 3 | 3 | -4 | -1 | 2 | -22 | 10 | 7
COCCNC(=O)Cc1c(C)c2c(cc(C)c3c(C(C)(C)C)coc32)oc1=O | -6 | 9 | -42 | -3 | 2 | -12 | 21 | -8
CCCCN1C(=O)NC(c2ccc(OC)cc2)C(C(=O)OCc2ccccc2)=C1C (stereo not drawn) | 0 | -5 | -6 | 24 | 0 | 1 | 0 | 11
CS(=O)(=O)N(CC(=O)Nc1cccc(Cl)c1)c1ccccc1Cl | 5 | -6 | -2 | 17 | 5 | 12 | -5 | 16
C#CCOCCOCCOCCNc1nc(N2CCN(C(=O)[C@H]([C@@H](C)CC)n3cc([C@@H](N)CO)nn3)CC2)nc(N2CCN(C(=O)[C@H](Cc3cc4ccccc4[nH]3)n3cc([C@@H](N)Cc4ccc(O)cc4)nn3)CC2)n1 | / | 13 | 2 | / | / | / | 98* | 0
NC(=O)c1nnsc1Sc1c(C(N)=O)nnn1-c1cccc(N)c1 | 18 | -2 | 3 | 11 | -2 | -11 | -6 | -3
Cc1ccc(C)c(NC(=O)c2sc(Cl)nc2C)c1 | 5 | -2 | 0 | 14 | -4 | -10 | 3 | 16
COc1cc(/C=N/NC(=O)c2ccncc2)ccc1OC(=O)c1ccco1 | 25 | 8 | 3 | -11 | -1 | -9 | -4 | -7
Cc1ccc(-n2nnc3c(=O)n(CC(=O)OCc4ccccc4)cnc32)cc1 | 0 | 9 | 8 | 2 | 2 | 3 | 11 | 6

An excerpt from above in order of molar mass, ascending:
SMILES | Gli-Sufu antag | Jurkat NFkB inh | 697 NFkB inh | CCR6 antagonist | CXCR6 inh | EBI2 antag | UBC13 polyUb | APJ antagonist
Cc1ccc(C)c(NC(=O)c2sc(Cl)nc2C)c1 | 5 | -2 | 0 | 14 | -4 | -10 | 3 | 16
O=C(C1CC1)N1CCN(C(c2ccccc2)c2ccccc2)CC1 | 9 | -3 | 18 | 1 | 6 | -2 | 1 | 0
COc1cccc(-c2cc(C(F)(F)F)nc(N3CCCCC3)n2)c1 | 4 | -17 | -4 | 1 | 3 | 2 | 31 | 8
CC(c1ccccc1)N(C)CC(=O)NC(=O)NCCC1=CCCCC1 (stereo not drawn) | 4 | -7 | 20 | 12 | -2 | 9 | 12 | 14
COC(=O)c1ccc(C)c(NC(=O)CCc2ccc(OC)c(OC)c2)c1 | 3 | 3 | -4 | -1 | 2 | -22 | 10 | 7
NC(=O)c1nnsc1Sc1c(C(N)=O)nnn1-c1cccc(N)c1 | 18 | -2 | 3 | 11 | -2 | -11 | -6 | -3
COc1cc(/C=N/NC(=O)c2ccncc2)ccc1OC(=O)c1ccco1 | 25 | 8 | 3 | -11 | -1 | -9 | -4 | -7
CS(=O)(=O)N(CC(=O)Nc1cccc(Cl)c1)c1ccccc1Cl | 5 | -6 | -2 | 17 | 5 | 12 | -5 | 16
COCCNC(=O)Cc1c(C)c2c(cc(C)c3c(C(C)(C)C)coc32)oc1=O | -6 | 9 | -42 | -3 | 2 | -12 | 21 | -8
CCCCN1C(=O)NC(c2ccc(OC)cc2)C(C(=O)OCc2ccccc2)=C1C (stereo not drawn) | 0 | -5 | -6 | 24 | 0 | 1 | 0 | 11
COc1ccc(NC(=O)Cn2nnc(C(=O)NCc3cccs3)c2N)cc1Cl | -8 | -2 | -13 | 17 | -5 | -6 | -6 | -1
CCOc1ccc(N2CC(C(=O)NCCN3C(=O)S/C(=C/c4cccnc4)C3=O)CC2=O)cc1 (stereo not drawn) | -11 | 10 | 2 | 4 | -3 | -11 | 3 | -6
COc1cc(/C=C/C(=O)N2c3ccccc3Sc3ccc(C(F)(F)F)cc32)cc(OC)c1OC | 1 | 6 | -2 | 5 | 10 | 28 | -5 | -3
C#CCOCCOCCOCCNc1nc(N2CCN(C(=O)[C@H]([C@@H](C)CC)n3cc([C@@H](N)CO)nn3)CC2)nc(N2CCN(C(=O)[C@H](Cc3cc4ccccc4[nH]3)n3cc([C@@H](N)Cc4ccc(O)cc4)nn3)CC2)n1 | / | 13 | 2 | / | / | / | 98* | 0

New compounds follow
SMILES | Gli-Sufu antag | Jurkat NFkB inh | 697 NFkB inh | CCR6 antagonist | CXCR6 inh | EBI2 antag | UBC13 polyUb | APJ antagonist
S=C(NCCCN1CCOCC1)Nc1ccc(Cl)c(Cl)c1 | 1 | -1 | 1 | -3 | -6 | -6 | 13 | -6
CN(C)CC/C=C1\c2ccccc2Sc2ccc(Cl)cc21 | 11 | -6 | -2 | 7 | -4 | -3 | 12 | 16
COc1ccc(S(=O)(=O)NCc2nc3nc(C)cc(C)n3n2)cc1 | -11 | / | / | 0 | -2 | 2 | / | /
Cc1cccc(CNC(=O)c2ccc3c(c2)N(C)CCS3)c1 | -25 | 0 | -5 | 10 | 5 | -5 | 8 | -4
COc1ccc(N2C(=O)c3ccccc3C2O)cc1 (stereo not drawn) | -37 | -27 | -20 | -1 | 6 | -9 | -2 | 0
O=C(c1cccs1)N1CCCC(c2nc3c(nnn3Cc3c(Cl)cccc3Cl)c(=O)[nH]2)C1 (stereo not drawn) | 22 | -3 | -25 | 12 | 3 | 6 | -2 | 3
COCCCNC(=O)c1ccc2c(=O)n(CC3CCCO3)c(=S)[nH]c2c1 (stereo not drawn) | -10 | -7 | 18 | -10 | 1 | -9 | 9 | 14
COC(=O)c1ccc(NC(=S)NCCc2ccc(OC)cc2)cc1 | 7 | 4 | -16 | -2 | -4 | 6 | -2 | -3
CCN(CC)CCNC(=O)c1ccc(Cl)c(S(=O)(=O)Nc2ccc(Cl)cc2)c1 | 1&-11 | -11 | 2 | 6&15 | -5&4 | -11&-18 | 1 | 8
O=C(COc1ccc(Cl)cc1)Nc1ccc(Cc2ccncc2)cc1 | -6 | 6 | 6 | 10 | -23 | 17 | 7 | -12
Oc1c(Br)cc(C2N=C(c3ccccc3Cl)NO2)cc1Br (stereo not drawn) | 2 | -6 | -29 | 1 | -24 | -2 | -14 | -12
Cc1nn(Cc2noc(C(=O)NCc3ccc(F)cc3)n2)c(C)c1Br | 0 | 5 | 19 | 8 | -1 | 9 | 18 | -12
O=C(O)CCN1C(=O)CC(N2C(=O)/C(=C/c3ccc(Cl)cc3)SC2=S)C1=O (stereo not drawn) | 27 | 12 | 11 | 6 | -12 | -8 | -6 | -5
Cc1nn(CC(=O)Nc2ccccn2)c(C)c1[N+](=O)[O-] | 3 | -4 | 0 | 12 | 1 | 2 | -3 | -5
C/C(N)=C(/C#N)C(=O)COC(=O)c1cccc(C)c1O | 5 | 2 | 4 | 1 | 0 | -14 | 12 | 3
COc1cc(N2C(=O)c3ccccc3C2=O)c(Cl)cc1C(=O)OCC(=O)N(C)C | 1 | -20 | -9 | 2 | 7 | 1 | -8 | 4
O=C1CC(c2ccco2)=Nc2ccccc2N1 | 1 | -1 | 7 | -15 | 8 | -8 | -7 | -16
S=C(NCCCCNC(=S)NCc1ccccc1)NCc1ccccc1 | -8 | -19 | -13 | -3 | 1 | -7 | -3 | -13
O=C(CCc1ccccc1)Nc1nn[nH]n1 | 2 | 34 | -56 | 3 | -5 | -8 | -5 | -12
C(=NOCc1ccccc1)c1cccnc1 | -39 | / | / | -4 | -1 | 5 | / | /
Cc1ccc(N2NC3(CCN(C(N)=O)CC3)NC2=O)cc1 | 8 | 4 | 11 | 4 | / | / | -4 | -23
Cc1cc(-c2ccccc2)nc(N/N=C/c2ccccc2F)n1 | -42 | -49 | -49 | 13 | 4 | -3 | 7 | -6
Cc1ccc(-n2c(=O)c3sccc3n(CC(=O)NCc3ccco3)c2=O)cc1F | 0 | -3 | -10 | 6 | 11 | 2 | -9 | -7
CC1(C)CC(c2nc(-c3ccccc3)cs2)CCS1 (stereo not drawn) | -13 | -11 | -29 | 26 | -6 | 26 | 3 | -1
Cc1ccc(C(=O)NC(C(=O)OCc2cn3cc(Cl)ccc3n2)C(C)C)cc1 (stereo not drawn) | 3 | 4 | 1 | 8 | 4 | 1 | -7 | -8
O=C(COC(=O)CNC(=O)c1ccccc1)Nc1ccc(Cl)cn1 | -5 | -4 | -3 | 1 | -3 | 9 | 1 | 7
COc1ccc(C(=O)N2CCc3ccccc32)cc1 | -50 | -9 | -27 | 12 | -5 | 8 | 6 | -8
CCCCNS(=O)(=O)c1ccc2nc(-c3cccnc3)cc(C(=O)NC3CC3)c2c1 | 4 | -1 | 12 | 4 | -11 | 1 | -2 | 17
O=S(=O)(NCCc1ccccc1)c1ccccc1 | -2 | -3 | -16 | -2 | -14 | 3 | -6 | 0
CC1CN(CCCOc2ccccc2[N+](=O)[O-])CC(C)O1 (stereo not drawn) | 2 | -3 | -2 | -8 | -4 | -8 | -1 | 4
O=C(O)c1ccc(C2SCC(=O)N2Cc2ccccc2)cc1 (stereo not drawn) | -10 | 12 | 27 | 15 | -6 | -5 | 5 | 17
COc1cc(C(=O)Nc2nc(-c3cccs3)cs2)cc(OC)c1OC | 15 | 6 | 28 | 3 | 4 | 7 | 10 | 6
CCOC(=O)C1CCCN(C(=O)CCCn2nc(C)n3c(cc4sccc43)c2=O)C1 (stereo not drawn) | -3 | 8 | 1 | -4 | 3 | 2 | -7 | -6
CCOC(=O)c1c(NS(=O)(=O)Cc2ccccc2)sc2c1CCCC2 | / | 3 | 1 | 2 | -4 | 2 | -11 | -3
Cc1nnc(NC(=O)CSc2nnc(CNC(=O)c3ccccc3)o2)s1 | -6 | 12 | 11 | -3 | 2 | -9 | 8 | 17
O=C(OCc1ccccc1F)c1cnc(Cl)c(Cl)c1 | -10 | -2 | 15 | 16 | 31 | 6 | -1 | 11
O=C(Oc1ccc(F)cc1)c1ccc2c(=O)n3c(nc2c1)CCC3 | -5 | -1 | 29 | 8 | -4 | -12 | 5 | 8
CCOC(=O)C1=C(N)OC2=C(C(=O)CC(C)C2)C1c1cccnc1 (stereo not drawn) | 0 | -1 | 4 | 10 | -12 | -8 | 4 | 12
